# Bioassay records from PubChem.
# DT40 TDP1 no CPT – qHTS for Inhibitors of human tyrosyl-DNA phosphodiesterase 1 (TDP1): qHTS in cells in absence of CPT. DT40 Tdp1-/- hTDP1 cells, no CPT, ATP luminescence, 48 h. Potency, µM (top dose mostly 46.2 µM), for inactives: at the highest dose activity change, negative = growth inhibition, usual class: inhibitors. hit rate 15% among 420,000. AID 686978, 2013; further: nearly all actives have a fitted effect of over 55% in size
#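 Cells were dispensed at 400 per well, compounds added by pin tool, plates incubated ≥48 hr at 37 °C, then CellTiter-Glo added for 30 min at room temperature before luminescence reading. Line: DT40 Tdp1-/- complemented with hTDP1; camptothecin omitted.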
# N370S GC mod – inhibits or activates N370S mutant glucocerebrosidase; hit rate 0.092% among 330,000; N370S GC spleen homogenate, 4MU-glucoside fluorescence; Potency, µM (highest dose often 59.4 µM), inactives show at the top dose activity change, negative = inhibition, actives largely listed as inhibitors; P04062;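 further: 0% = full enzyme activity and -100% = no enzyme basal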
# TDP1 block – inhibitors of human tyrosyl-DNA phosphodiesterase TDP1 | recombinant TDP1, AlphaScreen DNA substrate cleavage | Potency, µM (top dose mostly 130 µM), for inactives: at the top dose activity change, negative = inhibition, actives largely listed as inhibitors | hit rate 0.28% among 350,000 | AID 485290; further: nearly all actives have a fitted effect of over 40% in size
# Target sequence (Q9NUW8 whole entry, looked up): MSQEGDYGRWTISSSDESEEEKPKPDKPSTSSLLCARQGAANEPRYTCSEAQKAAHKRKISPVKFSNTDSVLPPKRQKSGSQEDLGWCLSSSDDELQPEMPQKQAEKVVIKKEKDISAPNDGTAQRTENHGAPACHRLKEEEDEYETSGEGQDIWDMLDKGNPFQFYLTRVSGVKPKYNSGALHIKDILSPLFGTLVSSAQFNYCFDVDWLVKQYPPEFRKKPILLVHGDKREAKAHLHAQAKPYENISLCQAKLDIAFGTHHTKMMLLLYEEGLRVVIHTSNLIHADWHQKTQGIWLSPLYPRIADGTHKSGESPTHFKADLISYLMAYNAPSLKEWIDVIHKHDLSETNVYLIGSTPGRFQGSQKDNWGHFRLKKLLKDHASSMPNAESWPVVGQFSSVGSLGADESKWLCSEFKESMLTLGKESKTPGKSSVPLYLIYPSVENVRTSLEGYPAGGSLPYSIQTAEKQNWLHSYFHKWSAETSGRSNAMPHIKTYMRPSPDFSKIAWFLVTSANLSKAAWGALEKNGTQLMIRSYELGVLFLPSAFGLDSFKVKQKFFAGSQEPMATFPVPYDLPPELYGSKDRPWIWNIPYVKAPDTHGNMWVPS
#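 Enzyme-compound mixtures sat 15 min at room temperature, followed by a 5 min reaction with 15 nM final substrate and 10 min with AlphaScreen beads. Recombinant human Tdp1 was used at 1 nM final.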
# Starred values were filed as active, the others as inactive; ? = inconclusive; . = not tested or not shown; & = joins results of further samples; [ ] = dose if it differs, or a comment. The call rests on the fitted dose curve; in most records, active means well fitted curve in the direction sought with a large enough effect; inconclusive means small, poorly fitted or top-dose-only effect, or another doubt; inactive means no such curve, though single readings can be large; an effect the other way counts as inactive or inconclusive. Unless noted, on the % scale 0 is the no-effect control and ±100 the full control effect; potency means the concentration at half of the fitted maximal effect.
molecule | TDP1 block | DT40 TDP1 no CPT | N370S GC mod
CCC(=O)N1CCc2cc(S(=O)(=O)CCC(=O)N3CCCC(C)C3)ccc21 (stereo not drawn) | 2% | -24% | 1%
Cc1ccc2c(C)c(C(=O)N3CCC(O)(c4ccccc4)CC3)oc2c1C | . | ? | -1%
CCC(=O)Nc1ccc(S(=O)(=O)Nc2nccs2)cc1 | 2% | -9% | -7%
COC(=O)C1=C(C)N=c2s/c(=C/c3cccs3)c(=O)n2C1c1ccc(F)cc1 (stereo not drawn) | 0% | -23% | -5%
COc1ccc(CCN2C(=O)N(c3cccc(OC)c3)C(=O)C2CC(=O)Nc2ccccc2)cc1 (stereo not drawn) | 6% | ? | .
CCN(CC)C(=O)c1ncn(C)c1C(=O)N(CC)CC | -1% | -5% | .
Cc1cc(S(=O)(=O)N2CCOCC2)ccc1OCC(=O)Nc1ccc(F)c(Cl)c1 | 0%[0.0935 µM] | -19% | -4%
C/C(=N/NS(=O)(=O)c1ccc(C)cc1C)c1c[nH]c2ccccc12 | 6%[56.1 µM] | ? | 17%
N#Cc1nc(COc2ccccc2)oc1NCCCn1ccnc1 | 7% | -17% | -17%
O=C1c2cccnc2C(O)N1Cc1ccccc1 (stereo not drawn) | 4% | 6% | 2%
COC(=O)C1=C(C)Nc2ncnn2C1c1ccc(C)o1 (stereo not drawn) | -3% | -15% | -3%
COc1cc(OC)c(OC)cc1CN1CCCC(C(=O)N2CCCC2)C1 (stereo not drawn) | . | -18% | 0%
Cc1cc(C(=O)Nc2cccc([N+](=O)[O-])c2)c(C)o1 | 3% | 4% | 1%
O=C(Nc1cccc(S(=O)(=O)N2CCOCC2)c1)c1ccc2ccccc2n1 | 1% | ? | -14%
COc1ccc(S(=O)(=O)N(C)C)cc1NC(=O)Cc1ccc(S(=O)(=O)N2CCOCC2)s1 | 2% | ? | -7%
CC(C)C(=O)NC(=O)[C@@H]1CCCN1C(=O)/C=C/c1ccccc1 | 0% | -4% | 3%
Cc1cc(=O)[nH]c(Nc2cccc(C(F)(F)F)c2)n1 | 8% | 23µM* | 3%
CCOC(=O)c1c(C)[nH]c(C)c1C(=O)CN1C(=O)NC2(CCCCCC2)C1=O | 3% | ? | .
CN(C)S(=O)(=O)N1CCN(CC(O)COc2ccc(-c3ccccc3)cc2)CC1 (stereo not drawn) | . | 12µM* | -17%
COCCn1c(=O)[nH]c2cc(C(=O)N3CCN(c4cccc(C)c4C)CC3)ccc2c1=O | 8% | 21µM* | 1%
COc1ccc(Cn2c(=S)[nH]c3cc(C(=O)NCCCN4CCOCC4)ccc3c2=O)cc1 | 4% | ? | ?
O=C(c1cccnc1)N1CCN(c2ccc(Cl)cc2)CC1 | 6% | ? | 8%
CC(C)NS(=O)(=O)c1ccc(NC(=O)NC2CCCCC2)cc1 | 3% | -14% | -3%
O=C(NC1CCCCC1)c1cc2ccccc2cc1O | 3% | -30% | 17%

# Part of the list above, with values under each structure.
# Order of results – TDP1 block	DT40 TDP1 no CPT	N370S GC mod
COC(=O)C1=C(C)N=c2s/c(=C/c3cccs3)c(=O)n2C1c1ccc(F)cc1 (stereo not drawn)
    0%	-23%	-5%
COc1ccc(CCN2C(=O)N(c3cccc(OC)c3)C(=O)C2CC(=O)Nc2ccccc2)cc1 (stereo not drawn)
    6%	?	.
CCN(CC)C(=O)c1ncn(C)c1C(=O)N(CC)CC
    -1%	-5%	.
Cc1cc(S(=O)(=O)N2CCOCC2)ccc1OCC(=O)Nc1ccc(F)c(Cl)c1
    0%[0.0935 µM]	-19%	-4%
C/C(=N/NS(=O)(=O)c1ccc(C)cc1C)c1c[nH]c2ccccc12
    6%[56.1 µM]	?	17%
N#Cc1nc(COc2ccccc2)oc1NCCCn1ccnc1
    7%	-17%	-17%

# The listing continues.
molecule | TDP1 block | DT40 TDP1 no CPT | N370S GC mod
O=C(CSCc1ccccc1)NCCCN1CCOCC1 | -3% | -2% | 6%
CCn1c(SCC(=O)N2CCOCC2)nc2ccccc21 | 3% | 4% | 6%
CN(Cc1ccccc1)c1nc2c(c(=O)[nH]c(=O)n2C)n1CCCc1ccccc1 | 8% | 35µM* | 28%
O=C(Nc1ccc2c(c1)C(=O)NC2=O)c1ccc(Cl)s1 | . | -1% | 1%
CCc1ccc(NC(=O)CN2C(=O)C3CCCN3c3ccc(S(=O)(=O)N(CC)CC)cc32)cc1 (stereo not drawn) | 3% | ? | .
CC(C)CNS(=O)(=O)c1ccccc1C(=O)N1CCCCC1 | 4% | -6% | 4%
COc1cc(OC)cc(C(=O)NCCOC23CC4CC(CC(C4)C2)C3)c1 | 4% | -23% | 13%
CCCNC(=O)CN(C)C(=O)c1n[nH]c2ccccc12 | 0% | ? | 6%
COc1ccc(-c2cc(C(=O)O)no2)cc1 | 9%&1% | 2% | -2%&1%
CCOC(=O)C(Cc1ccc(NC(=O)/C(=C/c2ccccc2)NC(=O)c2ccccc2)cc1)N1C(=O)c2ccccc2C1=O (stereo not drawn) | -4% | 5.8µM* | 3%
CN(C)CCNC(=O)c1ccc(COCC(F)(F)F)cc1 | 4% | -9% | -1%
C=CCn1c(CSc2ccc(C)cc2)n[nH]c1=S | 1% | ? | -4%
O=C(Nc1ccc(Cc2ccc(NC(=O)N3CCOCC3)cc2)cc1)N1CCOCC1 | 1% | -7% | 0%
Cc1cccc(C)c1-n1c(C)cc(/C=N\Nc2ccc([N+](=O)[O-])cn2)c1C | 4% | 15µM* | -5%
CCOC(=O)Cn1c(=NC(=O)C2CC2)sc2c(C)cc(C)cc21 | . | -28% | 4%
Cc1ccc(NC(=O)c2cccnc2C(=O)O)nc1 | . | -4% | -11%
COCC(=O)Nc1cc(OC)ccc1OC | 2% | -42% | 7%
COC(=O)c1cc(NC(=O)Cn2c(=O)cnc3ccccc32)cc(C(=O)OC)c1 | -3% | -1% | 1%
COc1cc(C(=O)Nc2cc(C)ccc2C)ccc1OCc1c(C)noc1C | 2% | ? | .
CC(C)(C)CC(=O)NCC(c1ccc2c(c1)OCO2)N1CCOCC1 (stereo not drawn) | 5% | -4% | .
O=C(CCc1ccccc1)N1CCN(c2ccc([N+](=O)[O-])cc2)CC1 | 9% | 23µM* | -2%
O=C(NCc1nnc(SCC(=O)N2CCCc3ccccc32)o1)c1ccccc1F | -3% | 2% | -5%
COc1ccccc1NS(=O)(=O)c1cccc(-n2c(O)c(C=Nc3ccccc3C(=O)O)c3ccccc3c2=O)c1 | 4% | 13µM* | -3%
Cc1ccc2[nH]c(=O)c3cc(C(=O)N(C)C4CCCCC4)sc3c2c1 | -3% | 10% | -2%
O=C(CSc1cn(CCNC(=O)c2cccc(C(F)(F)F)c2)c2ccccc12)Nc1ccc2c(c1)OCCO2 | 6% | ? | .
CN(C)c1ccc(C(CNS(=O)(=O)c2ccc(F)cc2)c2c[nH]c3ccccc23)cc1 (stereo not drawn) | 12% | 15µM* | -7%
Cn1nc(C(F)(F)F)c(-c2ccc(F)cc2)c1NC(=O)c1ccco1 | 4% | -18% | -3%
CC(C)(C)C(=O)NC1CC2CCCC(C1)N2C(=O)Nc1ccccc1F (stereo not drawn) | . | 2% | 1%
COc1cc(NS(=O)(=O)c2ccc(OC)c(OC)c2)cc(OC)c1 | -7% | -25% | 8%
[O-][n+]1onc2c1CCc1[nH]c(-c3ccccc3)nc1-2 | -8% | ? | 1%
CC(=O)N1CCOc2ccc(S(=O)(=O)N3C(C)CCCC3C)cc21 (stereo not drawn) | 2% | ? | -4%
CCCCOc1ccc(C(=O)N/C(=C/C=C/c2ccccc2)C(=O)NCCO)cc1 | 5% | -2% | -2%
O=C(Nc1ccc(OCc2ccccc2)cc1)c1cccnc1 | 5% | -1% | -1%
c1ccc(-c2cc(N3CCCCC3)nc(-c3ccccc3)n2)cc1 | 0% | -13% | 9%
CC(C)N(C(=O)CSc1nnc(Cc2ccc3c(c2)OCO3)n1C)C(C)C | 1% | 1% | -4%
O=C(c1cc2nc(-c3ccc(F)cc3)cc(C(F)(F)F)n2n1)N1CCCCC1c1cccnc1 (stereo not drawn) | -2% | 9.2µM* | ?
O=C(Nc1ccccn1)[C@@H]1CCC(=O)N1C(=O)OCc1ccccc1 | 8% | 4% | -1%
Cc1ccc(NC(=O)CN2CCN(c3ccccn3)CC2)cc1S(=O)(=O)N(C)C | 1% | -16% | 21%
CN1CCc2c(OCC(=O)N3CCCc4ccccc43)cccc2C1=O | 1% | 29µM* | -8%
COc1ccc(-c2noc(CNC(=O)c3ccoc3C)n2)cc1OC | . | 2% | -2%
COc1c(O)c(O)c2cc(OC)c3c(OC)cc(=O)c4c5c(=O)c(OC)c(C(C)=O)c6c5c(c1CC=6C)c2c34 | 25% | . | 4%
CCOc1cc(N2CCOCC2)c(OCC)cc1NC(=O)COc1ccccc1[N+](=O)[O-] | 2% | ? | -4%
CS(=O)(=O)Nc1ccccc1C(=O)Nc1ccc2c(c1)OCCO2 | 5% | ? | 4%
Cc1cc2n(n1)SC(Nc1ccc(F)c(Cl)c1)N2 (stereo not drawn) | 0% | -5% | 29%
COc1cccc(CNC(=O)Cn2c(SCC(=O)Nc3ccc(F)cc3)nc3ccccc32)c1 | 4% | ? | .
COc1ccccc1OCc1nc(C#N)c(NCCCn2ccnc2)o1 | -3% | 3% | -1%
O=C(NNC(=O)c1cccs1)c1ccc(F)cc1 | 2% | 10% | -4%
CC(NC(=O)COC(=O)/C(=C/c1cccs1)c1cccs1)c1ccccc1 (stereo not drawn) | 1% | 18µM* | 23%
CCCCCCNc1c(C(=O)OCC)c(=O)[nH]c2ccccc12 | 1% | ? | ?
COc1ccc(CNc2ccnc(-c3ccoc3)n2)c(OC)c1 | . | -16% | -29%
CCOc1ccc(Nc2nc(Nc3ccc(O)cc3)nc(C)c2[N+](=O)[O-])cc1 | 8% | ? | 3%
O=C(Cc1c[nH]c2ccccc12)N[C@@H](Cc1c[nH]c2ccccc12)C(=O)O | . | -2% | 2%
Cc1ccc(C(=O)NC(Cc2cccc(C(F)(F)F)c2)C(=O)O)cc1 (stereo not drawn) | 0%[56.1 µM] | 4% | .
CC(=O)N1CCN(C(=O)c2cc(S(=O)(=O)N3CCCCC3)ccc2Cl)CC1 | . | -27% | -1%
CCOC(=O)c1[nH]c2cc(OC)c(OC)cc2c1NC(=O)CN1CCN(C)CC1 | 10% | . | -1%
CCC(CC)c1nnc(NC(=O)CCc2ccccc2)s1 | . | ? | 9%

# (more compounds)
molecule | TDP1 block | DT40 TDP1 no CPT | N370S GC mod
Cc1cc(Cl)ccc1OCC(=O)Nc1cccnc1 | . | ? | -4%
COc1ccccc1-c1nc(N)n[nH]1 | 6% | 8% | 11%
CCCN1C(=O)C2(c3ccccc31)c1c(oc3ccccc3c1=O)C(=O)N2CCCOC(C)C (stereo not drawn) | 2% | ? | .
Cc1cccc(/C=C2\CCC(C3CCCC3)C2=O)c1 (stereo not drawn) | -11% | -10% | 11%
O=C(c1ccc(N2CCCC2=O)cc1)N1CCN(c2ccccc2F)CC1 | 2% | 2% | -20%
COc1cc(CNc2ncn[nH]2)cc(Br)c1OC | 4% | -8% | 6%
CCCc1nc2oc3ccccc3c(=O)c2c(=O)n1-c1ccc(C)cc1 | 1% | ? | 0%
COCCCN(Cc1ccco1)C(=O)c1cc2c(s1)-c1ccc(Cl)cc1S(=O)(=O)C2 | 8% | -20% | -3%
CCS(=O)(=O)c1cccc(C(=O)N2CCN(c3nc4c(C)ccc(Cl)c4s3)CC2)c1 | 3% | ? | .
COC(=O)C1=C(C)NC(C)=C(C(=O)OCC2CCCO2)C1c1cccc(Cl)c1 (stereo not drawn) | 0% | ? | 13%
CCn1cc(C(=O)NCc2ccco2)c2cc(OC)c(OC)cc2c1=O | . | -4% | 9%
CNC(=S)N1CCN(c2c(F)cc3c(=O)c(C(=O)O)cn(C4CC4)c3c2OC)CC1C (stereo not drawn) | 0% | ? | 2%
Cn1nc(C(F)(F)F)c(C#N)c1N1CCN(c2ccccn2)CC1 | 5% | ? | 14%
CC(C)CCn1c(=O)c2ccccc2n2c(CCC(=O)NC3CCN(Cc4ccccc4)CC3)nnc12 | 7% | ? | -5%
COc1cccc(/C=N/NC(=O)CSc2cccc3cccnc23)c1 | . | 12µM* | -6%
CCOC(=O)C1CCN(C(=O)N2CCOCC2)CC1 | 4% | 23% | 10%
COc1ccc2oc(=Nc3cc(F)ccc3F)c(C(N)=O)cc2c1 | -5% | 4.6µM* | -13%
CCN(C(=O)c1cc(S(=O)(=O)N2CCOCC2)cn1C)c1ccc(OC)cc1 | -1% | -18% | .
O=C(NCc1nnc(SCC(=O)N2CCN(c3ccccc3)CC2)o1)c1ccco1 | 3% | -25% | 4%
O=C(Nc1ccccc1)N1CCC2(CC1)CCN(S(=O)(=O)c1ccccc1)CC2 | . | -12% | ?
N#CCCN(C(=O)COC(=O)C12CC3CC(CC(O)(C3)C1)C2)c1ccc(F)cc1 | 2% | 12% | .

# These rows are one share of the data; rates above refer to the full screens.
